Screening data as filed in PubChem BioAssay.
MBNL1 CUG block = qHTS Assay for Inhibitors of MBNL1-poly(CUG) RNA binding | actives 0.036% (n = 280,000) | AID 2675, 2010 | TR-FRET MBNL1-His/biotin-(CUG)12 binding, 665/545 ratio | Muscleblind-like protein 1 (Homo sapiens), Q9NR56 | Potency, µM (top dose mostly 57.5 µM), for the others: at the top dose activity change, negative = inhibition, actives largely listed as inhibitors; active = well fitted inhibition curve with a large enough effect in the signal ratio, with a control signal flat, not every such curve was filed as active; inconclusive = small, poorly fitted or top-dose-only effect, or effect the other way, or a change in a side signal; inactive = no such curve, though single readings can be large or run the other way; the % refers to the signal ratio; also: potency is read from the fitted curve at half-maximal effect; % is scaled to controls: 0 for no effect and ±100 for the full control effect
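His-tagged MBNL1 binding to biotinylated (CUG)12 RNA was measured by TR-FRET using terbium anti-His antibody (0.055 ng/ul final) and streptavidin-XL665 (5 nM final). Compounds were titrated 92 nM to 58 uM; 60 min at room temperature.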
PKM2 activator = qHTS Assay for Activators of Human Muscle isoform 2 Pyruvate Kinase; Pyruvate kinase PKM (Homo sapiens), P14618; actives 0.34% (n = 260,000); purified PKM2, Kinase-Glo ATP luminescence, activation; response scale: 0% is enzyme alone, no compound; Potency, µM (top dose mostly 57.5 µM), without a hit: at the highest dose activation, most hits filed as activators; AID 1631, 2009; also: potency is read from the fitted curve at half-maximal effect; % is scaled to controls: 0 for no effect and ±100 for the full control effect; nearly all actives have a fitted effect of over 55% in size
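ATP formation by purified human PK-M2, quantified via coupled luciferase luminescence after 1 h at room temperature with 0.1 mM ADP and 0.5 mM PEP final.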
KCNH2 3.1 inh = qHTS for Inhibitors of KCHN2 3.1: Mutant qHTS; Potassium voltage-gated channel subfamily H member 2, brain isoform KCNH2 3.1 (human); U2OS KCNH2 3.1, thallium flux FluxOr; active compounds read low; activity change, % (tested at about 1.8 µM); actives 0.95% (n = 340,000); AID 720553, 2013;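 active = maximum activity change below -70%; inconclusive = maximum activity change from -70% to -50%; inactive = maximum activity change above -50%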;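 also: thallium influx rate constant from kinetic fluorescence after stimulation buffer; % is scaled to controls: 0 for no effect and ±100 for the full control effect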
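Thallium flux via FluxOr fluorescence (Red40 quencher, 45 min loading) in U2OS cells virally expressing the KCNH2 3.1 isoform (1.77 x 10^8 /mL virus, overnight at 37 C). Rate constants from 2-min kinetic reads post-stimulation, normalised to positive and negative controls.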
Mito fusion act = qHTS Assay for Small Molecule Inhibitors of Mitochondrial Division or Activators of Mitochondrial Fusion. Potency, µM (titrated, usually from 46.1 µM), for the others: at the top dose growth rescue (activation), usual class: activators. actives 0.23% (n = 320,000). S. cerevisiae fusion-defective mutant growth rescue, CellTiterGlo 48 h. AID 485298, 2010;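 also: potency is read from the fitted curve at half-maximal effect; % of control where 0% means no effect; nearly all actives have a fitted effect of over 45% in size; temperature-sensitive fusion mutants such as fzo1-1 at 37 °C on non-fermentable ethanol glycerol medium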
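Yeast fusion mutant, YPEG (non-fermentable carbon), compound, 48 h at 37C non-permissive; CellTiterGlo added, 10 min RT, luminescence read. Rescued growth = division inhibition.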
RORgamma inh = qHTS for inhibitors of ROR gamma transcriptional activity; Nuclear receptor ROR-gamma (Mus musculus), P51450; Drosophila S2 Gal4-RORgamma UAS-luciferase reporter, 20 h; Potency, µM (titrated, usually from 53.6 µM), for the others: at the top dose activity change, negative = inhibition, actives largely listed as inhibitors; actives 5.4% (n = 310,000); AID 2551, 2010; also: potency is read from the fitted curve at half-maximal effect; % is scaled to controls: 0 for no effect and ±100 for the full control effect; nearly all actives have a fitted effect of over 60% in size
Target sequence (P51450 whole entry, looked up, the tested form may be a part): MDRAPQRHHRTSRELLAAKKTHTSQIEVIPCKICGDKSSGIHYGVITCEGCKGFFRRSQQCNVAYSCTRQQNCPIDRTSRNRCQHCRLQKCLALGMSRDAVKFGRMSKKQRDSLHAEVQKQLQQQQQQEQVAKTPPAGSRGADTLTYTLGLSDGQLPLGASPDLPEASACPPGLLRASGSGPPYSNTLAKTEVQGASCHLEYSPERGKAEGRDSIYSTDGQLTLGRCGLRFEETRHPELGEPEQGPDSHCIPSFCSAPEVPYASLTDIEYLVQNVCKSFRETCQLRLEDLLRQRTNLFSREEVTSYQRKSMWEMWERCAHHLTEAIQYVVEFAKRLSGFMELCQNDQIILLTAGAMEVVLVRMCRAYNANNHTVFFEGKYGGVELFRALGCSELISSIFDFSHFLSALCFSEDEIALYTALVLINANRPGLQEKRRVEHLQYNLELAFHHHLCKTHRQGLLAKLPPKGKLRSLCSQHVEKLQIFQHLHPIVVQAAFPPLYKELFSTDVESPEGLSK
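Drosophila Schneider cells stably carrying a metallothionein-driven Gal4 DBD–ROR gamma fusion and a UAS-Photinus luciferase reporter were exposed to compound for 1 hr, then induced with copper sulfate (700 uM final) for 20 hr at ambient temperature before luminescence reading.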
FLuc counter = qHTS profiling assay for firefly luciferase inhibitor/activator using purifed enzyme and Km concentrations of substrates (counterscreen for miR-21 project) | Luciferin 4-monooxygenase (Photinus pyralis), P08659 | purified FLuc, Km substrates, luminescence inhibition | Potency, µM (doses to about 57.5 µM), inactives show at the highest dose activity change, negative = inhibition, most hits filed as inhibitors | actives 6.9% (n = 360,000) | AID 588342, 2011;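 also: potency is read from the fitted curve at half-maximal effect; plate controls were vehicle for no effect and reference inhibitor for full effect; nearly all actives have a fitted effect of over 55% in size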
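Purified P. pyralis luciferase, 10 nM final, with Km-level 10 uM D-luciferin and 10 uM ATP in 50 mM Tris acetate pH 7.5, 10 mM Mg acetate, 0.01% Tween-20, 0.05% BSA; 6-point qHTS titration about 60 µM downward; luminescence read.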
ELG1 repair inh = qHTS screen for small molecules that inhibit ELG1-dependent DNA repair in human embryonic kidney (HEK293T) cells expressing luciferase-tagged ELG1; HEK293T ELG1-luciferase reporter, luminescence, 16 h; DNA damage induced by 5-fluorouridine; Potency, µM (top dose mostly 46.1 µM), for inactives: at the highest dose activity change, negative = inhibition, actives largely listed as inhibitors; actives 2.3% (n = 330,000); AID 504467, 2011; also: potency is read from the fitted curve at half-maximal effect; % is scaled to controls: 0 for no effect and ±100 for the full control effect; nearly all actives have a fitted effect of over 55% in size
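HEK293T cells expressing luciferase-tagged ELG1 (2,000/well) received 5-Fluorouridine plus compound or DMSO for 16 hr at 37 °C. Luciferase was read by ONE-Glo luminescence after 30 min at room temperature.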
Gal4-VP16 FLuc = VP16 counterscreen qHTS for inhibitors of ROR gamma transcriptional activity; actives 3.5% (n = 310,000); Drosophila S2 Gal4-VP16 UAS-luciferase, luminescence, 20 h; Potency, µM (doses to about 53.6 µM), for the others: top-dose activity, negative = inhibition, usual class: inhibitors; AID 2546, 2010;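 also: Gal4-VP16 expression switched on by copper sulfate through the metallothionein promoter; potency is read from the fitted curve at half-maximal effect; % is scaled to controls: 0 for no effect and ±100 for the full control effect; nearly all actives have a fitted effect of over 50% in size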
NPC1 promoter act = qHTS Assay for NPC1 Promoter Activators; Huh7 NPC1 promoter luciferase reporter, 24 h; Potency, µM (doses to about 9.22 µM), inactives show at the top dose activation, actives largely listed as activators; actives 2.4% (n = 320,000); AID 485313, 2010;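 also: potency is read from the fitted curve at half-maximal effect; % of control where 0% means no effect; nearly all actives have a fitted effect of over 60% in size; reporter is driven by a mutant NPC1 promoter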
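Luminescence from an NPC1 promoter-driven luciferase reporter in stably transfected Huh7 cells was measured after 24 h compound treatment at 37 °C, followed by 10 min ambient incubation with luciferase detection reagent.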
Menin MLL FP TR = qHTS Assay for Inhibitors Targeting the Menin-MLL Interaction in MLL Related Leukemias: Competition With Texas Red Labeled MLL-derived Mutant Peptide; actives 0.23% (n = 270,000); AID 1768, 2009; Potency, µM (highest dose often 61.6 µM), without a hit: top-dose FP activity change, negative = inhibition, actives largely listed as inhibitors; Menin + Texas Red MLL mutant peptide, fluorescence polarization; active = well fitted inhibition curve with a large enough effect in the polarisation, with a control signal flat, not every such curve was filed as active; inconclusive = small, poorly fitted or top-dose-only effect, or effect the other way, or a change in a side signal; inactive = no such curve, though single readings can be large or run the other way; the % refers to the polarisation; also: potency is read from the fitted curve at half-maximal effect; % of control where 0% means no effect; many of its hits are not listed in these tables
Target sequence (O00255 whole entry, looked up): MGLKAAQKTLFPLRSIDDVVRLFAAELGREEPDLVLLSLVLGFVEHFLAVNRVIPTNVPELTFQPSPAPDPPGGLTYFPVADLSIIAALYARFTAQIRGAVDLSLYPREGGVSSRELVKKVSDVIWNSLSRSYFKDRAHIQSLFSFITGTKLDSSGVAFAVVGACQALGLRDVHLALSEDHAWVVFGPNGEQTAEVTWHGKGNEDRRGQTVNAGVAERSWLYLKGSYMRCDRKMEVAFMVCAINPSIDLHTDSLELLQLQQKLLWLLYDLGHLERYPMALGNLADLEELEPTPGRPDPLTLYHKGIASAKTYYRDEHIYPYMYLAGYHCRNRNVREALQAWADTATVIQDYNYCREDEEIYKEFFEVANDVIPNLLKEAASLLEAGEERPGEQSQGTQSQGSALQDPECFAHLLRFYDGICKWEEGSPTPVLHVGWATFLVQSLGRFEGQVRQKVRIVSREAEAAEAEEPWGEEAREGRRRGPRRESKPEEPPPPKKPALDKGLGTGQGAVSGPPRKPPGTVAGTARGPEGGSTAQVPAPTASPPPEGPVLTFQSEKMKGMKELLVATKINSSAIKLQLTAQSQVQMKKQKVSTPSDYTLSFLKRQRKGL
Rab9 promoter act = qHTS Assay for Rab9 Promoter Activators; Huh7 Rab9 promoter-luciferase reporter, luminescence, 24 h; Potency, µM (series often up to 9.22 µM), inactives show at the highest dose activation, negative = inhibition, actives largely listed as activators; actives 2.8% (n = 320,000); also: potency is read from the fitted curve at half-maximal effect; % of control where 0% means no effect; nearly all actives have a fitted effect of over 60% in size
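Promoter activation is measured as luciferase luminescence in Huh7 cells stably transfected with a Rab9 promoter–luciferase construct, following 24 h compound exposure at 37 °C and 10 min reagent incubation at ambient temperature.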
The depositor's hits bear a star; ? = inconclusive; . = not tested or not shown; & = joins results of further samples; [ ] = another dose, or the depositor's remark. Unless noted, calls follow the shape of the dose curve; as a rule, active = well fitted curve in the direction sought with a large enough effect; inconclusive = small, poorly fitted or top-dose-only effect, or another doubt; inactive = no such curve, though single readings can be large; an effect the other way counts as inactive or inconclusive.

SMILES	MBNL1 CUG block	PKM2 activator	KCNH2 3.1 inh	Mito fusion act	RORgamma inh	FLuc counter	ELG1 repair inh	Gal4-VP16 FLuc	NPC1 promoter act	Menin MLL FP TR	Rab9 promoter act
COCC(C)NC(=O)c1noc2c1CCc1cc(OC)ccc1-2 (stereo unspecified)	0.6%	-6.5%	-0.9	1.8%	?	13.5µM*	?	6.6%	3.16µM*	-21.0%	2.51µM*
Cc1cc(C)c2c(N)c(C(=O)N3CCCCCC3)sc2n1	1.7%	-8.6%	-2.6	-0.1%	-30.0%	-19.8%	13.9%	9.7%	0.0%	9.7%	0.9%
COc1ccc(N2CCN(C(=O)COc3ccc4c(C)cc(=O)oc4c3C)CC2)cc1	0.3%	3.2%[0.46 µM]	-22.7	-0.4%	-8.2%	0.5%	-3.8%	-2.1%	0.9%	0.1%	11.9%
Cn1c(SCC(=O)N2CCCC2)nnc1-c1cnccn1	-2.9%	0.5%	12.5	?	-0.1%	-12.5%	10.7%	-18.2%	-0.4%	-6.1%	-3.3%
COc1cc(OC)cc(C(=O)NCC(=O)OCc2cc(=O)oc3cc(OC)ccc23)c1	.	12.4%	-9.9	4.0%	14.5%	1.7%	0.0%	-4.1%	-9.2%	.	-3.7%
Cc1nnc(SCc2cccc3ccccc23)s1	5.9%	0.2%	-6.8	-2.3%	14.1%	23.9µM*	?	3.6%	?	.	?
COc1ccc(CNC(=O)c2sc3nc4c(c(C(F)(F)F)c3c2N)CCC4)cc1	2.2%	-1.0%	.	?	?	?	?	4.0%	-0.9%	1.7%	-6.9%
Cc1ccc(C)c(N2CCN(C(=O)Cc3cn(C)c4ccccc34)CC2)c1	-1.1%	3.0%	-5.1	?	20.6%	0.9%	-10.5%	-4.0%	-1.3%	-25.7%	6.6%
COC(=O)C1=C(C)N(c2cccc(OC)c2)C(=O)/C1=C\c1ccco1	.	5.6%	5.3	10.1%	?	-2.0%	1.5%	-13.2%	-4.8%	-0.1%	-0.4%
N#CCc1nc2ccc(S(=O)(=O)N3CCOCC3)cc2s1	9.4%	24.2%	-17.7	4.6%	-0.5%	5.5%	-8.2%	6.7%	-0.6%	.	0.0%
Cc1cccc(Nc2c(F)c(F)c(F)c(F)c2C(=O)O)c1	-18.9%	-3.1%	5.1	-1.6%	2.1%	?	-4.3%	0.4%	-2.7%	4.0%	-3.4%
COc1ccc2c(c1OC)C(=O)N(c1ccc(F)cc1)C2	5.0%	.	9.8	8.1%	-15.6%	8.49µM*	?	-7.0%	2µM*	-7.6%	1.26µM*
Cc1cc(/C=C(/C#N)c2nc3ccccc3[nH]2)c(C)n1-c1cccc([N+](=O)[O-])c1	8.0%	14.5%	-133.7*	1.4%	-32.8%	5.36µM*	14.6µM*	-15.7%	9.9%	15.4%	5.3%
CC(=O)c1cccc(NC(=O)CN2C(=O)C(=O)N(Cc3ccco3)C2=O)c1	.	.	-21.4	-2.5%	.	5.8%	3.5%	.	-2.1%	.	-3.0%
NC(=O)CSc1nnc(-c2ccc([N+](=O)[O-])cc2)o1	?	23.8%	1.5	-0.4%	5.6%	-10.2%	3.1%	-5.4%	-0.4%	2.3%	-3.0%
COc1ccc(C(CNC(=O)c2ccc(-n3cnnn3)cc2)N2CCOCC2)cc1 (stereo unspecified)	0.6%	3.6%	2.1	-2.3%	-10.3%	1.1%	-1.5%	-0.2%	5.6%	5.2%	-0.8%
Cc1cc2cc(CNC(=O)c3ccc(S(=O)(=O)N4CCOCC4)cc3)ccc2n1C	.	-5.9%	6.3	-2.7%	-1.9%	-5.4%	-28.1%	2.0%	-0.1%	?	-1.9%
C=CCn1c(NC(=O)c2ccccc2Cl)c(C#N)c2nc3ccccc3nc21	?	17.0%	1.9	10.0%	?	-2.3%	?	?	-0.5%	?	-0.2%
CCOCC(=O)Nc1nc2ccc(C)cc2s1	1.4%	-12.4%	-5.4	-1.5%	-39.4%	9.53µM*	?	-29.1%	?	0.5%	1.78µM*
CC(C)c1cc(C(=O)N/N=C/C=C/c2ccccc2)n[nH]1	?	0.4%	-25.5	-0.3%	?	-18.2%	-4.0%	20µM*	-2.2%	3.2%	0.0%
Cn1nnnc1SCC(=O)Nc1nc(-c2ccccc2)c(-c2ccccc2)o1	11.8%	2.9%	3.7	-10.8%	10µM*	2.7%	?	?	-2.3%	7.8%	-0.9%
CCc1nnc(N/N=C\c2ccc(OC(C)=O)c(OC)c2)n1N	?	.	2.0	-47.4%[inhibitor]	?	-1.6%	-13.1%	?	-1.2%	1.1%	11.2%
Cc1ccc(C)c(NC(=O)/C(C#N)=C/c2ccc[nH]2)c1	8.9%	.	-24.6	4.4%	16.0%	-3.6%	1.9%	-9.0%	23.6%	.	13.7%
O=C1c2ccccc2C(=O)C1c1ccc(Cl)cc1	?	-9.0%	-4.2	-2.3%	-0.1%&11.0%	?	?	11.8%&0.7%	28.0%	-8.1%	?
COc1ccc(-c2oc3cc(OC)c(O)c(OC)c3c(=O)c2OC)cc1O	?	0.1%	-1.5	-0.5%	?	-1.5%	-16.0%	-5.3%	-5.7%	?	-3.8%
CCOC(=O)c1c(C)n(-c2ccccc2)c2ccc(O)c(CN(C)C)c12	-0.4%	-0.2%	-9.1	-4.4%	-19.2%	0.6%	-8.5%	-4.8%	-7.6%	-18.5%	-0.6%
CC(C)CNC(=O)C(=O)NCC1OCCCN1S(=O)(=O)c1cccs1 (stereo unspecified)	-1.0%	-0.8%	-18.9	1.4%	-13.7%	6.8%	7.9%	-0.7%	8.4%	-2.0%	8.0%
CCCn1c2ccccc2c2nnc(SCCN3CCOCC3)nc21	?	0.6%	7.6	2.5%	.	0.9%	?	.	-5.5%	6.1%	5.8%
CCC(C(=O)OCC(=O)Nc1cccc(S(=O)(=O)NC2=NCCCCC2)c1)c1ccccc1 (stereo unspecified)	-7.4%	-0.4%	.	16.8%	-0.1%	-11.4%	8.8%	-0.2%	-4.9%	-3.7%	9.0%
N#CC(C#N)=C1C=C2C=C(N3CCCCC3)CCC2CC1 (stereo unspecified)	?	-0.7%	-88.6*	-0.8%	30.2%	-2.0%	?	-0.6%	-5.3%	?	-2.4%
COc1ccccc1C(=O)Nc1cccc(SC)c1	?	1.7%	-13.8	12.6%	22.5%	16.9µM*	?	?	-1.9%	8.1%	16.3%
CC(C)CN1CCN(Cc2ccc(Oc3ncccn3)cc2)CC1CCO (stereo unspecified)	0.1%	4.0%	16.8	1.6%	14.9%	4.1%	12.9%	-0.1%	-4.2%	.	-1.2%
Cn1c(=O)n(CCc2ccccc2)c(=O)c2c1nc1n2CCN1Cc1ccco1	4.6%	-8.2%	-0.1	7.9%	?	-0.6%	20.6µM*	19.7%	15.4%	-5.4%	-4.3%
C=CCNC(=S)N1CCC(C(=O)c2ccc(OC)cc2)CC1	-4.0%	-1.6%	11.4	-16.0%	-25.6%	0.8%	-10.5%	2.2%	-1.0%	-13.0%	3.5%
Cc1cc(-c2sccc2Br)nc(-n2cccc2)n1	66.3%[activator]	-0.3%	-3.7	0.6%	20.3%	?	0.0%	?	10.2%	-6.8%	2.0%

A portion of the library, so the mix of outcomes need not match the whole.
